From PubChem
Lipid storage S3 = qHTS Assay for Lipid Storage Modulators in Drosophila S3 Cells | Potency in µM for hits, for the others lipid storage change, negative = inhibition, % at the top dose, mostly 46.1 µM | Drosophila S3 cells, BODIPY lipid droplet fluorescence, 18-24 h; cells fed with added oleic acid | 320,000 compounds, 0.64% hits; active = well fitted inhibition curve with a large enough effect in the signal ratio, with a control signal flat, not every such curve was filed as active; inconclusive = small, poorly fitted or top-dose-only effect, or effect the other way, or a change in a side signal; the % refers to the signal ratio
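Laser-scanning cytometry quantifies lipid droplet accumulation (500–530 nm total intensity; droplet/cell object ratio) in oleic acid-fed (400 uM added) Drosophila S3 cells treated with a concentration series. 20 uM Triacsin C defined 100% inhibition.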
Lipid storage S3 cell count max = further read-out of Lipid storage S3, marked with its call; cell number change, %; measured here: cell count max response;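 cells counted by Cell Tracker Red CMTPX staining in the red channel; peak over a dose series mostly up to 46.1 µM; percent activity relative to internal control wells on each plate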
Starred values were filed as active, the others as inactive; i = inactive; u = inconclusive; x = not tested or not shown; [ ] = another dose, or the depositor's remark. % is scaled to controls: 0 for no effect and ±100 for the full control effect; potency is read from the fitted curve at half-maximal effect. The list is partial. The share of hits here may be higher or lower than overall.

SMILES	Lipid storage S3	Lipid storage S3 cell count max
Oc1ccc(/C=N/NC(=S)Nc2cccnc2)c(O)c1O	19.5%	4.5
COC(=O)c1ccc(C2=NOC(C)(c3sc(-c4ccc(Cl)cc4)nc3C)C2)cc1 (centres undefined)	u	x
O=C1OC(c2ccccc2)c2ccc3ccccc3c21 (centres undefined)	18.8%	x
Cc1[nH]c2c(C)cccc2c(=O)c1Br	u	x
O=c1oc2ccccc2c(NCc2ccccc2)c1[N+](=O)[O-]	u	x
Nc1oc2ccccc2c(=O)c1-c1ccc2c(c1)OCO2	6.5%	5.8
CN(CC1CCCN(CCc2ccc(Cl)cc2)C1)C(=O)C(=O)c1ccco1 (centres undefined)	u	x
CCC(C)N(CCNC(=O)c1ccc2c(c1)NC(=O)c1ccccc1S2)C1CCCCC1 (centres undefined)	i	2.8
O=C(O)c1ccc(S(=O)(=O)Nc2cccc(CP(=O)(c3ccccc3)c3ccccc3)c2)cc1	7.9%	-10.3
Cn1c(=S)[nH]c2scc(-c3cccs3)c2c1=O	u	x
COc1cccc2cc(C(=O)NCc3ccccc3Cl)c(=O)oc12	u	x
O=c1c(OC2OC(CO)C(O)C(O)C2OC2OC(CO)C(O)C(O)C2OC2OC(CO)C(O)C(O)C2O)c(-c2ccc(O)c(O)c2)oc2cc(O)cc(O)c12 (centres undefined)	1.2%	1.8

Single values from the list.
Lipid storage S3 cell count max with CCC(C)N(CCNC(=O)c1ccc2c(c1)NC(=O)c1ccccc1S2)C1CCCCC1 (centres undefined) = 2.8
Lipid storage S3 cell count max with Nc1oc2ccccc2c(=O)c1-c1ccc2c(c1)OCO2 = 5.8

(continued)
SMILES	Lipid storage S3	Lipid storage S3 cell count max
COC(=O)c1c(NC(=O)C2C3CCC(O3)C2C(=O)O)sc2c1CCCCCC2 (centres undefined)	u	x
CCCCn1c(SCC(=O)NC(C)CC)nc2ccc(N3CCOCC3)cc2c1=O (centres undefined)	-24.5%	-0.6
Cc1ccc(S(=O)(=O)NCCC(=O)NC2CCCCCC2)cc1	u	x
Cc1ccc(Cn2c(CN3CCN(C(=O)c4ccco4)CC3)nc3c2c(=O)n(C)c(=O)n3C)cc1	6.3%	-26.7
CC(C)NC(=O)Cn1c(SCC(=O)NC2CCCC2)nc2ccccc21	u	x
CCCCCc1cc(=O)oc2c(C(CCN3CCCCC3)c3cc(OC)c(OC)c(OC)c3)c(OC)cc(OC)c12 (centres undefined)	u	x
COc1ccc(CCNC(=O)CCn2c(SCC#N)nc3ccccc3c2=O)cc1OC	u	x
COc1ccc(CNC(=O)C2CCCN2S(=O)(=O)c2ccc(Cl)cc2)cc1 (centres undefined)	-1.1%	4.1
CC1CCCN(c2c([N+](=O)[O-])c(=O)oc3ccccc23)C1 (centres undefined)	u	x
COc1ccc(CCN(C)C(=O)CN2C(=O)NC3(CCCc4ccccc43)C2=O)cc1OC (centres undefined)	23.2%	x
O=C(Cn1nc(Cc2cccnc2)c2ccccc2c1=O)N1CCN(c2ccccn2)CC1	10.6%[9.22 µM]	6.1
COc1ccccc1C(=O)ON=C1c2ccccc2-c2ccccc21	u	x
Cc1ccccc1OCC(=O)Nc1ccc2c(c1)OCCO2	u	x
O=C(O)CC1(CC(=O)NCc2cccc(Cl)c2)CCCCC1	-10.2%	-13.2
O=[N+]([O-])c1ncn(Cc2c(Cl)cccc2Cl)n1	u	x
CCCCc1ccc(NC(=S)N2CCN(c3ncccn3)CC2)cc1	13.3%	13.9
CCCCCC(=O)NC(=S)Nc1cccc(C(C)=O)c1	21.3%	x
Cc1ccc(C(=O)CSc2nnc(-c3cccnc3)n2N)cc1	i	x
CCCCN=C1NC(=O)C(CC(=O)NCCc2ccc(OC)cc2)S1 (centres undefined)	-12.4%	-20.6
Cc1cc([N+](=O)[O-])nn1CC(=O)N/N=C/c1ccccc1F	u	x
CCCCOc1ccc(NC(=O)C2OC3OC(C)(C)OC3C3OC(C)(C)OC23)cc1 (centres undefined)	-0.7%	1.0
Cn1c(CNc2ccccc2)nc2ccccc21	u	x
Cc1noc(C(=O)Nc2c(C)nn(Cc3ccccc3)c2C)c1Cl	u	x
Cc1cc(-c2ccc(S(=O)(=O)N3CCN(C)CC3)s2)on1	u	x
CCCn1c(SCC(=O)Nc2ccc(OC)cc2)nnc1-c1ccncc1	u	x
COc1ccc(CNC(=O)C2CC(c3ccc(OC)cc3)=NO2)cc1 (centres undefined)	u	x
C=CCNC(=O)N1CCCC(C(=O)c2cccc(Cl)c2)C1 (centres undefined)	10.7%	8.2
Cc1cc(Br)ccc1NC(=S)NCCc1ccccc1	i	13.9
Cc1ccc(S(=O)(=O)NCC(=O)N2CCOCCOCCOCC2)cc1	i	11.3
CCN(CC)CCCNC(=O)c1c(O)c2cc(F)cc3c2n(c1=O)C(C)CC3 (centres undefined)	u	x
CCc1cc(C(=O)OC)c(NC(=O)CC2Nc3cc(C)c(C)cc3NC2=O)s1 (centres undefined)	9.6%	-3.6
COCCNC(=O)Cn1ccc2cc(S(=O)(=O)N3CCCCCC3)ccc21	i	-23.6
O=C(CSc1nc2ccccc2c(=O)n1-c1ccc(F)cc1)Nc1ccc(Cl)c(S(=O)(=O)N2CCOCC2)c1	24.8%	-0.7
Cc1[nH]c2ccccc2c1C(=O)COC(=O)C1CC(O)CN1S(=O)(=O)c1ccc(Cl)cc1 (centres undefined)	u	x
COc1cccc(CN2CC(C(=O)NCCSc3nnnn3C)CCC2=O)c1 (centres undefined)	u	x
O=C(NNC1=NCCCCC1)c1cccc([N+](=O)[O-])c1	-11.5%	-12.3
O=C(Cn1nnc(-c2ccccc2)n1)OC1CCOC1=O (centres undefined)	u	x
O=C(O)c1cc(-c2ccc(Cl)c(Cl)c2)n(-c2ccc(F)cc2)n1	1.1%	20.6
CCOC(=O)c1cnc(N2CCN(c3ccccc3)CC2)[nH]c1=O	u	x
COc1cccc(C(=O)N2CCC(O)(c3cccnc3)CC2)c1	0.0%	15.0
C=CCNC(=O)[C@H]1N2C(=O)c3ccccc3C2SC1(C)C (some centres undefined)	u	x
O=C1Nc2cc(C(=O)NCCN3CCCCCC3)ccc2S/C1=C\c1ccccc1	i	-19.5
Cc1ccc(Sc2cc(C(=O)c3ccccc3C(=O)O)ccc2[N+](=O)[O-])cc1	-8.3%	-0.3
COc1ccc(C2=NN(S(C)(=O)=O)C(c3cccs3)C2)cc1 (centres undefined)	8.7%	4.5
CN(C)CCn1c(=O)n(-c2ccc(F)cc2)c(=O)c2c3c(sc21)CCCCC3	-3.2%	3.5
CN(CC(=O)Nc1ccc(F)cc1)C(=O)Cc1ccsc1	23.6%	2.6
COc1ccccc1C(=O)NC(=O)COC(=O)Cn1[nH]c(=O)c2ccccc2c1=O	-5.0%	-2.1
Cc1ccc(O)c(NC(=O)C2=CC(c3cccs3)=NS(=O)(=O)N2C)c1	-11.7%	-6.1
O=C(O)CCc1nc(-c2ccccc2Cl)no1	24.0%	x
CC(NC(=O)C1CCC(=O)N1Cc1ccc(F)cc1)c1ccc2c(c1)OCCO2 (centres undefined)	u	x
Cc1cccc2nc(CSc3nnc4ccccn34)cn12	15.9%	-6.8
O=C(NCc1ccccn1)Nc1cccc(NC(=O)NCc2ccccn2)c1	i	-6.3
Cc1cccc(NC2CCCCC2NS(=O)(=O)c2ccccc2)c1 (centres undefined)	-4.4%	6.1
COc1cccc(CNC(=O)c2ccccc2-c2ccccc2C(=O)O)c1	7.5%	17.6
CCCC1(C(=O)OC)NC(c2ccc(OC)c(OC)c2)C2C(=O)N(c3ccc4c(c3)OCO4)C(=O)C21 (centres undefined)	u	x
O=C(/C=C/c1cccc([N+](=O)[O-])c1)N1CC[C@@]2(O)CCCC[C@H]2C1	u	x
C=CCn1c(SCC(=O)N(CC)C2CCS(=O)(=O)C2)nc2cc(C(=O)O)ccc2c1=O (centres undefined)	u	x
CN(C)CCC(=O)N1c2ccccc2Sc2ccc(Cl)cc21	3.5%	0.8
C=CCOc1cccc(C2/C(=C(\O)c3ccc4c(c3)OCCO4)C(=O)C(=O)N2Cc2cccnc2)c1 (centres undefined)	u	x
Cc1ccc(S(=O)(=O)N(C)C)cc1NC(=O)CSc1nnnn1-c1ccc(O)cc1	3.5%	21.1

5 compounds picked at random from those above, as already listed:
SMILES	Lipid storage S3	Lipid storage S3 cell count max
O=C(O)CCc1nc(-c2ccccc2Cl)no1	24.0%	x
Cc1ccc(S(=O)(=O)N(C)C)cc1NC(=O)CSc1nnnn1-c1ccc(O)cc1	3.5%	21.1
O=C(/C=C/c1cccc([N+](=O)[O-])c1)N1CC[C@@]2(O)CCCC[C@H]2C1	u	x
O=C(NCc1ccccn1)Nc1cccc(NC(=O)NCc2ccccn2)c1	i	-6.3
C=CCOc1cccc(C2/C(=C(\O)c3ccc4c(c3)OCCO4)C(=O)C(=O)N2Cc2cccnc2)c1 (centres undefined)	u	x

(continued)
SMILES	Lipid storage S3	Lipid storage S3 cell count max
CCOC(=O)c1ccc(NC(=O)NCCc2cnc[nH]2)cc1	-10.9%	0.4
COc1ccc(-n2c(SCC(N)=O)nnc2-c2ccco2)cc1	u	x
c1ccc2c(c1)CCCN2c1nc2ccccc2n2cnnc12	u	x
COc1cccc(CN(C(=O)c2ccccc2Cl)C2CCS(=O)(=O)C2)c1 (centres undefined)	u	x
CCCOC(=O)C(C)n1cnc2sc(C)c(C)c2c1=O (centres undefined)	u	x
O=c1[nH]c(=O)c2ncc(-c3ccc(Cl)cc3)nc2[nH]1	-12.5%	-14.2
COc1cccc(COc2ccccc2C2Nc3ccc(Br)cc3C(=O)N2NC(=O)c2ccncc2)c1 (centres undefined)	-12.7%	11.9
O=C(NC1CC2CCC(C1)N2C(=O)NCc1ccccc1)NC12CC3CC(CC(C3)C1)C2 (centres undefined)	u	x
O=[N+]([O-])c1ccccc1CNC1CCCc2ccccc21 (centres undefined)	u	x
Cc1ccc(Oc2ncccc2NC(=O)CCCC(=O)O)c2c1CCC2	-12.2%	-5.9
CCc1ccc(C2NC(C(=O)O)CS2)cc1 (centres undefined)	u	x
COc1cccc(NC(=O)CCCn2c(=S)[nH]c3ccccc3c2=O)c1	u	x
Cc1cc(NC(=O)CCC(=O)N(c2ccccc2)C(C(=O)NC2CCCC2)c2ccccc2)no1 (centres undefined)	7.9%	11.1
CCC1=C(OC(=O)N(CC)CC)N2C(=O)OC(=NCC(=O)OC)[C@]2(C)[C@H]2C1=CC[C@H]1C(=O)NC(=O)[C@H]12	6.4%	1.0
CCn1cc(C(=O)NCc2ccc3c(c2)OCO3)c(=O)c2ccc(C)nc21	u	x
CNC(=O)N1CCN(C(=O)NC)CC1	u	x
Cn1nnnc1Sc1ncnc2scc(-c3ccccc3Cl)c12	u	x
O=C(COC(=O)CCC(=O)c1cccs1)Nc1ccccc1[N+](=O)[O-]	-7.3%	-1.1
Cc1ccc(S(=O)(=O)Nc2cccc(-c3ccc4nnc(C)n4n3)c2)s1	-1.0%	7.0
CCc1cc(=O)oc2cc(OCC(=O)NCCCN3CCCC3=O)ccc12	i	3.5
Cc1cc(Br)ccc1NC(=O)CN(C)C(=O)CSC(=S)N1CCCC1	u	x
NC(=S)N/N=C/c1cc([N+](=O)[O-])ccc1Cl	u	x
Cc1ccc(NC(=O)c2nsc(Cl)c2Cl)cc1	u	x
O=C(CCc1nnc(C2(c3ccc(Cl)cc3)CCC2)o1)NCCCn1cccn1	-26.9%	-8.7

Entries shown so far with a furan ring, fused or not (three):
SMILES	Lipid storage S3	Lipid storage S3 cell count max
CN(CC1CCCN(CCc2ccc(Cl)cc2)C1)C(=O)C(=O)c1ccco1 (centres undefined)	u	x
Cc1ccc(Cn2c(CN3CCN(C(=O)c4ccco4)CC3)nc3c2c(=O)n(C)c(=O)n3C)cc1	6.3%	-26.7
COc1ccc(-n2c(SCC(N)=O)nnc2-c2ccco2)cc1	u	x

Carrying on.
SMILES	Lipid storage S3	Lipid storage S3 cell count max
Oc1ccc2ccccc2c1N=Nc1ccccc1F	u	x
Cc1cc(NC(=O)Cn2nc(C(=O)O)c3ccccc3c2=O)ccc1Br	i	6.7
N#C/C=C/C(=C\Nc1ccc(Cl)cc1)S(=O)(=O)c1ccccc1	10.3%	9.4
CSc1ccc(/C=N/NC(=O)c2cccs2)cc1	u	x
Cc1ccc(NC(=O)CSCC(=O)Nc2ccccc2C(=O)N2CCCCC2)cc1	u	x
O=C(NC1CCN(S(=O)(=O)c2ccccc2)CC1)c1ccc(F)cc1	0.8%	-3.7
O=C(NCc1ccc2c(c1)OCO2)c1ccc(NS(=O)(=O)c2ccc3c(c2)OCCO3)cc1	1.0%	-21.1
Cc1noc(C(F)(F)F)c1C(=O)NNC(=O)c1cccc(C(F)(F)F)c1	u	x
Cc1ccc(-c2nc(NCCN(C)C)c3ccccc3n2)cc1	u	x
COC(=O)c1ccccc1N/C=C/C(=O)c1ccc(Br)cc1	u	x
CNS(=O)(=O)c1ccc2c3c(cccc13)C(=O)N2	u	x
Cc1ccc(S(=O)(=O)N2CCC(C(=O)NCc3cccnc3)CC2)cc1	u	x
CCC(C)NC(=O)C1CCN(C(=O)c2ccccc2)CC1 (centres undefined)	u	x
O=C(CCSCc1ccccc1F)N1CCN(c2ccccn2)CC1	u	x
CC(C)NC(=O)NC(=O)COC(=O)c1ccc(NC(=O)CC#N)cc1	u	x
CCOC(=O)c1[nH]c2ccc(OC)cc2c1NC(=O)CCN1CCSCC1	0.2%	9.6
Cc1csc(NC(=O)c2nc3nccc(C)n3n2)n1	u	x
FCCCOc1ccc(CN2CCN(c3ccccc3F)CC2)cc1	5.4%	17.1
Clc1cccc(CON/C=N/c2ncnc3sccc23)c1	7.2%	4.4
CCOC(=O)c1c(C)n(C)c2cc(-c3ccc(F)cc3)c(O)cc12	11.5%	2.1
